AT treatment = potential ataxia-telangiectasia treatment | […] A-T fibroblasts, KAP-1 phosphorylation AlphaLISA; neocarzinostatin DNA damage 30 min before lysis | hit rate 0.19% among 320,000 | AID 485349 | Potency, µM (titrated, usually from 57.5 µM), for the others: at the top dose activation, most hits filed as activators; further: potency means the concentration at half of the fitted maximal effect; % of control where 0% means no effect; nearly all actives have a fitted effect of over 45% in size
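ATM-like activity read as KAP-1 phosphorylation via AlphaLISA donor/acceptor antibody pairs after lysis and 6 hr at 25C. Cells were ATM-null patient fibroblasts ([…], hTERT), dosed 60 min, then exposed to the DSB inducer NCS for 30 min.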
TSG101-PTAP inh = blocks PTAP/TSG101 interaction to inhibit HIV-1 budding | Q99816 | Fluorescence polarization, FITC-PTAP peptide / Tsg101 binding | Potency, µM (series often up to 115 µM), without a hit: top-dose activity change, negative = inhibition, usual class: inhibitors | 340,000 tested, under 10 active | AID 493005; active means well fitted inhibition curve with a large enough effect in the main read-out, with a control signal flat, not every such curve was filed as active; inconclusive means small, poorly fitted or top-dose-only effect, or effect the other way, or a change in a side signal; inactive means no such curve, though single readings can be large or run the other way; further: potency means the concentration at half of the fitted maximal effect; % of control where 0% means no effect
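Compounds were pin-transferred onto Tsg101 binding domain (10 uM final) in HEPES pH 7.5 buffer, then FITC-PTAP peptide was added at 50 nM final. After 20 min at RT, polarization reported peptide displacement across a qHTS concentration series.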
ELG1 DNA repair = blocks ELG1-dependent DNA repair in HEK293T cells. hit rate 2.3% among 330,000. Potency, µM (titrated, usually from 46.1 µM), without a hit: top-dose activity change, negative = inhibition, usual class: inhibitors. HEK293T ELG1-luciferase reporter, luminescence, 16 h; DNA damage induced by 5-fluorouridine. AID 504467; further: potency means the concentration at half of the fitted maximal effect; on the % scale 0 is the no-effect control and ±100 the full control effect; nearly all actives have a fitted effect of over 55% in size
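DMSO vehicle served as the neutral condition. Each well held 2,000 cells given 5-fluorouridine plus compound; after 16 hr at 37 °C/5% CO2, ONE-Glo was added and luciferase measured 30 min later.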
TCR activator = T cell receptor activation; AID 504894; 330,000 tested, under 10 active; primary human leukocytes, anti-CD3, IL-2 HTRF, 48 h; Potency, µM (doses to about 9.22 µM), for the others: at the highest dose activation of IL-2 secretion, actives largely listed as activators; further: % of control where 0% means no effect
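Human primary leukocytes + a-CD3 beads + cpd, 48 hr; IL-2 in supernatant by HTRF (ex 320nm / em 665nm). No co-stimulatory signal supplied.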
p53 reactivator = re-activators of mutant p53. H1299 p53-A138V BP100-luciferase reporter, luminescence, 24 h. Potency, µM (doses to about 92.2 µM), for inactives: at the top dose activity change, positive = activation, actives largely listed as activators. hit rate 0.063% among 320,000. AID 504706; further: potency means the concentration at half of the fitted maximal effect; % of control where 0% means no effect; nearly all actives have a fitted effect of over 45% in size
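p53-null H1299 cells stably carrying temperature-sensitive p53-A138V and a BP100-luciferase reporter were pinned with compounds (4-point, 1:5 series) and held 24 hrs at 37 deg C. Luminescence was read 10 min after detection reagent.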
a7 integrin act = integrin-mediated muscular dystrophy alleviation activation; alpha7betagal myoblasts, beta-gal FDG fluorescence, 48 h; Potency, µM (doses to about 38.3 µM), inactives show top-dose activation, usual class: activators; hit rate 0.064% among 350,000; AID 624291;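 further: potency means the concentration at half of the fitted maximal effect; 100% = response of the positive control SU9516; nearly all actives have a fitted effect of over 60% in size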
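Alpha7betagal+/- myoblasts (passage 13) were plated 16-24 hr, then exposed to compounds (1:260 dilution of DMSO stock) for 48 hours at 37C. After MPER lysis, β-galactosidase reporter activity was read as FDG fluorescence (ex 480/em 540) after 30 minutes.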
CXXC DNA block = inhibitors of human MLL CXXC domain-DNA interaction. MLL-CXXC / FITC-HOXA9 DNA fluorescence polarization. AID 2662. Potency, µM (doses to about 115 µM), inactives show top-dose activity change, negative = inhibition, actives largely listed as inhibitors. hit rate 0.037% among 290,000. Q03164; active means well fitted inhibition curve with a large enough effect in the polarisation, with a control signal flat, not every such curve was filed as active; inconclusive means small, poorly fitted or top-dose-only effect, or effect the other way, or a change in a side signal; inactive means no such curve, though single readings can be large or run the other way; the % refers to the polarisation; further: potency means the concentration at half of the fitted maximal effect
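Fluorescence polarization: 7 uM MLL-CXXC (stock) preincubated 5 min with compounds, then 50 nM fluorescein-HOX-A9 DNA (stock) added; 30 min ambient. Buffer 50 mM Tris-HCl pH 7.5, 50 mM NaCl, 1 mM DTT, 0.05% BSA.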
BRCA1 expr up = BRCA1 expression activation | MCF7-BRCA1-FFLuc reporter, luminescence, 48 h; response scale: scaled: vehicle 0%, 10 µM genistein 100% | Potency, µM (highest dose often 46.1 µM), for the others: top-dose activation, actives largely listed as activators | hit rate 1.1% among 380,000 | AID 624202; further: potency means the concentration at half of the fitted maximal effect; nearly all actives have a fitted effect of over 80% in size; some results filed as inactive show a strong effect at the top dose
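Using MCF7 cells harboring a BRCA1 firefly luciferase reporter, plated 2 h before compound pinning, the screen measured luminescence after 48 h incubation. Responses were normalized to DMSO and 10 microM genistein, then fitted for concentration-effect.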
B2AR arrestin = agonists driving beta-arrestin recruitment to human beta2-adrenergic receptor; P07550; beta-arrestin recruitment to beta2AR, cell-based reporter; Potency, µM (titrated, usually from 46.1 µM), without a hit: at the top dose activation, hits mostly activators; hit rate 0.02% among 330,000; AID 492947;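 further: potency means the concentration at half of the fitted maximal effect; 0% = DMSO controls and full agonism = EC100 isoproterenol or metaproterenol; nearly all actives have a fitted effect of over 65% in size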
TRPV1 agonist = agonists of human vanilloid receptor 1 (TRPV1) | Q8NER1 | AID 540275 | activation, % at 8.33 µM | hit rate 0.19% among 320,000 | TRPV1-expressing cells, Fluo-8 calcium influx, agonist mode; in the data active means activation above about 80%; inconclusive means between about 30% and that limit; further: 0% is about no effect
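TRPV1-expressing cells were cultured overnight at 35.5C and loaded with Fluo-8 calcium dye for 40 to 90 min at room temperature. After a 10 s baseline, compound was added and calcium influx was read kinetically for 3 min (ex 480/em 520 nm).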
* = called active by the depositor; ? = inconclusive; . = not tested or not shown; [ ] = dose if it differs, or a comment. Unless noted, the call rests on the fitted dose curve; in most records, active means well fitted curve in the direction sought with a large enough effect; inconclusive means small, poorly fitted or top-dose-only effect, or another doubt; inactive means no such curve, though single readings can be large; an effect the other way counts as inactive or inconclusive. The order is random; about 3.8% have a hit in one of these screens.

The line under a structure holds: AT treatment	TSG101-PTAP inh	ELG1 DNA repair	TCR activator	p53 reactivator	a7 integrin act	CXXC DNA block	BRCA1 expr up	B2AR arrestin	TRPV1 agonist
1	O=C1[C@@H]2Cc3c([nH]c4ccccc34)[C@@H](c3ccccc3)N2C(=O)[C@@H]2Cc3c([nH]c4ccccc34)[C@@H](c3ccccc3)N12
  -7%	.	18%	.	-12%	.	5%	.	5.8%	-4
2	Cn1c(-c2ccccc2)cc(=O)n1-c1ccccc1
  .	-6%	.	-2%	.	?	.	4%	.	.
3	COc1ccccc1C1CCCN1Cc1nc(-c2cc3c(cc2Cl)OCO3)oc1C (stereo not given)
  6%	-1%	-25%	0%	-2%	-32%	4%	-46%	-0.7%	11
4	N#C/C(=C\c1ccc(OCc2ccc(C(=O)O)cc2)cc1)C(=O)NCc1ccccc1
  2%	-3%	-5%	5%	.	-23%	?	16%	0.2%	15
5	Cc1ccc(CNC(=S)Nc2ccc(OC(F)F)cc2C)cc1
  3%	2%	1%	5%[46.1 µM]	1%	0%	-24%	-16%	0.0%	15
6	c1ccc(CNc2ncnc3sc4c(c23)CCCC4)nc1
  1%	-5%	-20%	.	2%	-2%	2%	-18%	0.3%	?
7	CN(C)c1ccc(C=c2c3ccccc3n3c2cc(-c2ccc(Cl)cc2)[n+]3C)cc1
  .	2%	.	0%	.	-56%[inhibitor]	.	-83%	.	.
8	CC(C)CCc1noc(CN2CCN(c3ccc(Cl)cn3)CC2)n1
  1%	-1%	0%	3%	2%	-5%	-13%	-18%	-1.1%	3
9	O=C(c1cc2ccccc2o1)c1nc2c(n1O)CCCCC2
  -5%	0%	?	-3%	?	-9%	0%	70%	-0.2%	1
10	COC(=O)/C=C/S(=O)(=O)c1ccc(NC(C)=O)cc1
  -17%	-3%	?	3%	-18%	35%	34%[activator]	-2%[1.84 µM]	-0.5%	-2
11	Cn1c(SCC(=O)NCc2ccc3c(c2)OCO3)nc2c(c1=O)SCC2
  9%	0%	14%	-3%	0%	21%	7%	-2%	-0.4%	-3
12	CC(/C=N/Nc1nc(C)cc(=O)[nH]1)=C\c1ccccc1
  5%	-1%	?	11%	-3%	29%	-2%	42%	0.1%	?
13	COc1cc(CNCCN(C)C)ccc1OCc1c(F)cccc1Cl
  2%	-1%	-4%	0%	-5%	-11%	3%	13%	0.1%	0
14	COc1ccc(-c2cc(C(F)(F)F)c(C#N)c(SCC(=O)Nc3nc(C)co3)n2)cc1
  -4%	.	-10%	.	-3%	18%	12%	-35%[inhibitor]	-0.1%	-2
15	CCCNC(=O)C(Cc1ccccc1)NC(=O)Cc1ccccc1 (stereo not given)
  4%	4%	3%	3%	-2%	6%	.	-6%	-0.7%	-3
16	COc1cccc(NC(=S)/C(=C(\[O-])c2ccc(C)c([N+](=O)[O-])c2)[n+]2ccccc2)c1
  -1%	-6%	?	.	15%	-22%	-4%	11%	0.1%	1
17	CCOc1ncccc1C(=O)OCc1csc(CC(=O)Nc2ccccc2C)n1
  -6%	0%	-15%	0%	7%	27%	.	-13%	0.5%	2
18	Oc1ccc(Oc2ccc(Oc3ccc(O)cc3)cc2)cc1
  9%	-3%	-8%	3%	?	-53%[inhibitor]	2%	28%	0.0%	2
19	CN(C)c1ccc(C(=O)N2CC(=O)N(CCc3ccccc3)C(=O)C2)cc1
  -6%	-2%	-1%	-2%	?	5%	-7%	-1%	-0.2%	8
20	CCCCNC(=O)CC(NS(=O)(=O)c1ccc(C)cc1)c1ccco1 (stereo not given)
  2%	-10%	-5%	-1%	11%	7%[7.66 µM]	-11%	-2%	0.0%	-1
21	Cc1cc(OCC(C)C)ccc1/C(O)=C1/C(=O)C(=O)N(Cc2cccnc2)C1c1ccncc1 (stereo not given)
  -2%	-4%	-1%	-12%[46.1 µM]	9%	-2%	-1%	8%	-0.5%	2
22	COc1ccccc1/C=C/C=N/N1CCN(Cc2ccc(Cl)cc2)CC1
  -1%	-5%	5%	-5%	-2%	-11%	20%	-25%	-1.2%	6
23	CCn1c(COc2ccc3c(c2)CCCC3)nnc1SCC(=O)Nc1ccc(C(=O)OC)cc1
  -3%	0%	21%	1%[46.1 µM]	-3%	5%	2%	9%	-0.1%	-2
24	COc1cc(CNCc2cccs2)ccc1OCC(=O)NC(C)(C)C
  7%	-3%	-13%	-12%	-4%	-14%	1%	-5%	-0.6%	-2
25	O=C(CCCN1C(=O)c2ccccc2C1=O)N1CCN(c2ccccn2)CC1
  0%	5%	-2%	-2%	8%	16%	-3%	2%	-1.7%	2
26	Fc1ccc(CSc2nnc3ccc(-c4ccncc4)nn23)cc1
  -4%	0%	-11%	-2%	-6%	-25%	-6%	16%	0.0%	4
27	COc1cc(/C=N\NC(=O)c2ccc(Cn3nc([N+](=O)[O-])c(Cl)c3C)o2)ccc1O
  -2%	-3%	?	2%	-6%	6%	?	-23%	0.3%	0
28	COC(=O)CCC(=O)N1CCCC(CNS(=O)(=O)c2ccc(OC)cc2)C1 (stereo not given)
  3%	-3%	2%	6%	-1%	20%	13%	-1%	-0.6%	1
29	Oc1ccccc1Nc1nc(NCc2ccco2)c2ccccc2n1
  11%	-1%	?	3%	-1%	19%	31%[activator]	-24%	-0.5%	-1
30	Cc1cc(C(C)(C)C)oc1C(=O)N(CC(=O)NC1CCCC1)c1cccc(C(F)(F)F)c1
  -1%	-7%	-19%	1%	-8%	-40%	0%	-43%	0.2%	?
31	CCCCSCCCNC(=O)CS(=O)Cc1nc(-c2cccc(C)c2)oc1C (stereo not given)
  -10%	-4%	16µM*	-2%	-12%	-24%	-5%	-4%[1.84 µM]	0.1%	25
32	COc1ccc(N=Nc2nc3ccc(Br)cc3n2C)cc1
  1%	-30%	?	3%	?	10%	3%	0%	-5.1%	1
33	Cc1ccc(S(=O)(=O)NCC(=O)NCC(=O)NCCc2ccccc2F)cc1C
  -1%	-2%	5%	-4%	3%	-18%	.	-1%	-0.1%	3
34	COc1ccc(C2(CNC(=O)Cc3ccc(OC)c(OC)c3)CCCC2)cc1
  1%	-4%	-2%	-4%	1%	8%	40%[activator]	-7%	0.2%	-2
35	COC(=O)CNC(c1ccccc1)c1cc(Br)ccc1NC(=O)CNC(=O)OCc1ccccc1 (stereo not given)
  10%	1%	?	1%[46.1 µM]	17%	22%	-1%	-62%	-0.2%	?
36	Cc1ccc(NC(=O)c2cc(S(=O)(=O)N3CCCC3)cn2C)cc1C
  4%	1%	-5%	4%	.	3%	.	-5%	0.1%	1
37	CCc1nnc(NC(=O)CSc2nc3c([nH]c4ccccc43)c(=O)n2CCOC)s1
  -1%	-3%	-3%	-24%	14%	-1%	-3%	-52%	0.1%	1
38	CCCC(O)(c1ccc(OC)cc1)C(CN1CCOCC1)c1ccc(Cl)cc1 (stereo not given)
  -5%	0%	-5%	-3%	-3%	2%	16%	-36%	-0.6%	16
39	N#Cc1ccc(Oc2nc(C(N)=O)cc(-c3ccccc3)n2)cc1
  2%	-6%	-4%	3%	-1%	-33%	-5%	-18%	-0.2%	4
40	CN(c1ccccc1)c1nc(N)c([N+](=O)[O-])c(Nc2ccc(F)cc2)n1
  -6%	-6%	?	6%	-1%	17%	-7%	-10%	0.6%	-2
41	CCCCn1ccnc1C(=O)c1cccc(S(=O)(=O)N2c3ccccc3CC2C)c1 (stereo not given)
  -4%	1%	?	1%	-4%	-52%[inhibitor]	5%	-56%	-3.0%	1
42	CSc1ccc(CN(C)CC(=O)Nc2ccc(NC(C)=O)cc2)cc1
  1%	-3%	-1%	2%	-1%	-2%	-6%	-34%	0.0%	2
43	CC(=O)Nc1ccc(Sc2ncnc3scc(-c4ccccc4)c23)cc1
  4%	-4%	1%	0%[46.1 µM]	2%	-36%	6%	-50%	0.4%	?
44	CCCc1cc(=O)[nH]c(SCCOC(=O)c2ccccc2)n1
  4%	-5%	14%	13%	-2%	-7%	-15%	0%	0.4%	1
45	CCCCCCC1CCC(C(=O)NC(CCSC)C(=O)NC(C(=O)OC)C(C)C)CC1 (stereo not given)
  3%	-7%	13%	2%	2%	-13%	-10%	-62%	-0.3%	-4
46	CN1CCN(C2CCN(c3cccc(Cl)c3)CC2)CC1CCO (stereo not given)
  8%	-1%	6%	.	.	0%	8%	-4%	-0.2%	3
47	COc1ccccc1CN(Cc1ccco1)S(=O)(=O)c1ccc(-n2cnnn2)c(OC)c1
  -5%	-3%	?	0%	-8%	-1%	-1%	1%	-0.5%	0
48	COCCNC(=O)CCc1nnc(Cc2ccc(-c3ccccc3)cc2)o1
  0%	-2%	7%	-6%	-5%	-3%	-3%	2%	-0.4%	2
49	COc1ccc(C)cc1S(=O)(=O)Nc1ccncc1
  5%	0%	12%	-3%	1%	8%	-2%	-3%	-0.6%	1
50	CN1CCN(C(=S)NC(=O)c2ccc(-c3ccccc3)cc2)CC1
  0%	-2%	-5%	3%	-6%	-22%	?	0%	0.1%	3
